SIAH1 antagonists: Siah-1 peptide-binding antagonists, primary screen, biochemical, fluorescence polarization, rhodamine-plectin, uHTS (AID 1817); Siah-1 / rhodamine-plectin peptide fluorescence polarization; higher % means a stronger effect; displacement, % at 20 µM, or IC50 in µM where a hit was titrated; 290,000 tested, 0.02% active;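 active means displacement of at least 50% at 20 µM, with a fluorescence ratio check between 0.3 and a set limit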;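 further: plate controls were Siah plus tracer with DMSO for no effect and tracer alone without Siah for full effect; strong numbers were not always called active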
GPR55 activation: selective activators of receptor GPR55 – imaging, U2OS cells, beta-arrestin-GFP redistribution, primary screen (AID 1961). one-dose activation, % at 10 µM; EC50 in µM for titrated hits. 290,000 tested, 0.048% active. U2OS GPR55 beta-arrestin-GFP redistribution imaging; higher % means a stronger effect;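 active means activation above 40% with more than 50 cells counted in the well; inconclusive means wells holding fewer than 50 cells, flagged as toxic or sparse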;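 further: U2OS osteosarcoma cells stably expressing GPR55 and beta-arrestin-GFP; plate controls were DMSO negative control for no effect and LPI positive control for full effect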
NTR1 ag: NTR1-driven beta-arrestin-GFP spot formation – imaging, U2OS cells, high content, primary screen (AID 493036); agonist mode; activation, % at 20 µM; 330,000 tested, 0.17% active; P30989;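 active means activation at or above 40% of the spot to cytoplasm intensity ratio, with at least 20 cells analyzed; inconclusive means wells under 20 cells, flagged as cytotoxic or low count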;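 further: 0% = DMSO without peptide and 100% = 100 nM NTR1 peptide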
Target sequence (P30989 whole entry, looked up): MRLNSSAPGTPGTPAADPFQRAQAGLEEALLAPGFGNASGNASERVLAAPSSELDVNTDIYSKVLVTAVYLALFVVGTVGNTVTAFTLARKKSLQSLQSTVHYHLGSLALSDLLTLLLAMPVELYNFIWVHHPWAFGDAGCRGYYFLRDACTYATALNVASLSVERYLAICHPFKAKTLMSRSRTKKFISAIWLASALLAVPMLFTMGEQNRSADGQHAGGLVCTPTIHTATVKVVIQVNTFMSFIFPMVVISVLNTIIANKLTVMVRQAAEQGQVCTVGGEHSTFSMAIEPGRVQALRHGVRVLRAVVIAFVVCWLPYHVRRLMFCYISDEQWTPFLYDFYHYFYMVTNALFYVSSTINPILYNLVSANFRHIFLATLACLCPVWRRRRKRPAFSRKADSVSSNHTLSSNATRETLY
GPR35 antagonists: GPR35 antagonists blocking zaprinast-driven arrestin recruitment, primary screen, imaging, U2OS, beta-arrestin-GFP, zaprinast agonist (AID 2058); 290,000 tested, 0.052% active; U2OS GPR35 beta-arrestin-GFP translocation imaging, zaprinast antagonism; higher % means a stronger effect; inhibition, % at 10 µM, or IC50 in µM where a hit was titrated;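 active means inhibition of at least 50% with at least 30 cells and total cytoplasm GFP at most 10,000,000; inconclusive means under 30 cells or total GFP of 10,000,000 plus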
HIV fusion peptide: cell-free HIV fusion peptide-binding blockers – biochemical, uHTS, fluorescence dequenching, primary screen (AID 1986). 290,000 tested, 0.3% active. inhibition, % at 20 µM; hits with a dose series show IC50 in µM. cell-free peptide binding, fluorescence dequenching, 30 min; higher % means a stronger effect; in the data active means inhibition mostly above about 52%, no sharp cut-off; inactive means mostly below about 76%; further: some results filed as inactive read as strong as hits
GPR55 LPI antagonism: inhibition of LPI-stimulated GPR55 beta-arrestin translocation – imaging, U2OS, beta-arrestin-GFP, LPI agonist, primary screen (AID 2013) | U2OS GPR55 beta-arrestin-GFP translocation imaging, LPI antagonism; higher % means a stronger effect | one-dose inhibition, % at 10 µM; IC50 in µM for titrated hits | 290,000 tested, 0.13% active;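 active means spots per cell inhibited over 60%, with over 100 cells counted and total cytoplasm intensity under 500,000; inconclusive means wells with under 100 cells, flagged as likely toxic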;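 further: U2OS cells stably carrying GPR55 and arrestin-GFP stimulated by 5 µM LPI near EC80; imaged beta-arrestin-GFP aggregate spots per cell after agonist stimulation; plate controls were LPI-stimulated DMSO wells for no effect and DMSO wells without LPI for full effect; some results filed as inactive read as strong as hits; confirmed hits need IC50 under 10 µM and bright autofluorescent wells are also inconclusive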
AID2073: inhibitors of Mint1-CaV2.2 protein interaction, biochemical, HTRF (AID 2073). inhibition, % at 20 µM; hits with a dose series show IC50 in µM. HTRF protein-protein interaction, Mint1-CaV2.2; higher % means a stronger effect. 290,000 tested, 0.19% active; in the data active means inhibition mostly above about 51%, no sharp cut-off; inconclusive means no clear call, values can overlap the other calls; inactive means mostly below about 53%; further: some results filed as inactive read as strong as hits
Dengue-2 NS5 capping: Dengue-2 NS5 methyltransferase inhibitors, primary screen, biochemical, confirmation dose response (AID 588689); inhibition, % at 25 µM; hits with a dose series show IC50 in µM; Dengue-2 NS5 methyltransferase capping enzyme assay, biochemical; higher % means a stronger effect; 340,000 tested, 0.3% active; in the data active means a potency from the dose series; inconclusive means inhibition above about 29% without an active follow-up result
K1F lysis inhibition: protection from phage-mediated lysis, alamar blue read-out – E. coli UTI89, K1F phage, bacterial capsule biogenesis inhibitors (AID 488966). 340,000 tested, 0.02% active. inhibition, % at 100 µM; hits with a dose series show IC50 in µM. E. coli UTI89 K1F phage lysis, alamar blue, 2 h; higher % means a stronger effect;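 active means phage lysis inhibition, versus mean bacterial control, above a set limit; inconclusive means no clear call, values can overlap the other calls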;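 further: capsule biogenesis inhibitors block K1F phage lysis so surviving cells raise fluorescence; higher fluorescence means more inhibition of phage lysis; actives were called in the ten point dose series up to 300 µM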
NTR1 ag cell count 20 µM: also measured in NTR1 ag; calls as there; cell count; measured here: cell count, cytotoxicity flag
Starred values were filed as active, the others as inactive; ? = inconclusive; · = not tested or not shown; [ ] = dose if it differs, or a comment.

SMILES	SIAH1 antagonists	GPR55 activation	NTR1 ag	NTR1 ag cell count 20 µM	GPR35 antagonists	HIV fusion peptide	GPR55 LPI antagonism	AID2073	Dengue-2 NS5 capping	K1F lysis inhibition
COc1cc(CNc2ncc(-c3ccc(Br)cc3)n2C)cc(OC)c1OC	6%	1.4%	1.7	72	2%	-0.1%	-6%	11%	5%	0.1%
Cc1c(O)ccc(-c2[nH]ncc2-c2nc3ccccc3s2)c1O	3%	-0.2%	7.0	49	-13%	2.1%	1%	22%	-2%	0.3%
CSc1cccc(NC(C)C(=O)NCc2ccccc2)c1 (configuration not stated)	4%	-0.1%	1.1	61	15%	-3.2%	12%	-6%	-3%	0.6%
CCOC(=O)c1cc(C(C)=O)c(=O)n(C)c1N	-2%	-0.1%	0.9	72	10%	1.6%	-12%	2%	-6%	-0.2%
O=C(COc1ccccc1)Nc1nnc(S(=O)(=O)N2CCCCC2)s1	-8%	0.4%	0.0	73	11%	9.8%	4%	7%	-8%	0.3%
O=C(Nc1cccnc1)c1ccc(COc2cc(Cl)ccc2Cl)o1	2%	0.0%	3.9	40	-12%	-0.8%	2%	-3%	-9%	0.1%
O=C(CSc1nnc(CNC(=O)c2c(F)cccc2F)o1)NCc1ccc(F)cc1	-4%	1.5%	-0.4	54	-8%	-1.9%	7%	11%	6%	-0.1%
CC(C)(C)NC(=O)C1CC(=O)OC12CCOC(C)(C)C2 (configuration not stated)	0%	0.0%	0.9	53	-3%	1.1%	-1%	14%	-4%	0.3%
CCC1=Nc2cc(C(=O)NCC3CCCO3)ccc2Sc2ccc(Br)cc21 (configuration not stated)	-8%	-0.3%	4.9	53	-16%	-1.3%	-4%	5%	-2%	0.1%
C/C(=N\NC(=O)c1ccccc1)c1ccccc1F	-1%	-0.7%	-0.3	82	0%	1.0%	2%	6%	-1%	0.0%
COc1cccc(NS(=O)(=O)c2ccc3[nH]cc(C(=O)NCCC(C)C)c(=O)c3c2)c1	2%	0.0%	10	46	-7%	0.5%	2%	2%	-1%	2.2%
COc1ccc2c(c1OC)C(=O)OC2Nc1nc(-c2cc3ccccc3oc2=O)cs1 (configuration not stated)	-1%	-0.2%	-0.7	65	-2%	7.7%	2%	13%	-5%	0.2%
N#Cc1nc(-c2cccc3ccccc23)oc1NCC1CCCO1 (configuration not stated)	-4%	-0.3%	13	65	-20%	-0.3%	9%	?	·	·
CCn1c(SCC(=O)NCCc2ccc(F)cc2)nnc1-c1cccs1	1%	-0.1%	4.5	71	24%	0.3%	-1%	3%	0%	-2.8%
Cc1c(CCC(=O)O)c(=O)oc2cc(O)ccc12	6%	-0.1%	-1.9	59	1%	0.2%	11%	0%	-6%	0.9%
Cc1cccc2c1NC(=O)C2=Nc1ccc(Cl)cc1	6%	-0.1%	2.1	51	-2%	-2.6%	-7%	7%	-2%	1.0%
Cc1cc(-c2ccc(S(=O)(=O)N3CCN(c4cccc(C(F)(F)F)c4)CC3)s2)on1	-2%	0.2%	1.5	64	13%	0.6%	-4%	22%	0%	0.5%
Cc1cc(NS(=O)(=O)c2ccc(NC(=O)c3ccoc3C)cc2)nc(C)n1	-1%	-0.1%	·	·	9%	-3.2%	3%	-3%	-1%	1.1%
c1cncc(C(c2nnnn2C2CCCC2)N2CCN(Cc3ccc4c(c3)OCO4)CC2)c1 (configuration not stated)	2%	0.2%	0.8	57	2%	-0.3%	65%	-2%	-4%	4.5%
COc1cc(NC(=O)c2cccs2)c(OC)cc1NC(=O)CCC(=O)Nc1cccc2ncccc12	9%	-0.1%	0.1	30	14%	0.1%	-5%	46%	-1%	-0.2%
Cc1cccn2cc(-c3cccc(S(=O)(=O)N4CCCCC4)c3)nc12	11%	-0.1%	2.2	51	4%	2.3%	12%	9%	3%	0.3%[50 µM]
O=C(NCc1ccccc1)c1ccc(Oc2ccc(C(=O)NCc3ccccc3)cc2)cc1	3%	-0.1%	-0.7	46	-6%	-1.6%	-7%	4%	-4%	0.4%
C/C(=N\NC(=O)c1ccc(Cn2cc([N+](=O)[O-])cn2)o1)c1cccc(NC(=O)C(C)C)c1	-2%	0.0%	-0.8	76	1%	-1.7%	10%	6%	2%	2.2%[50 µM]
CC(C)c1ccc(NC(=O)COC(=O)/C=C/c2cccc([N+](=O)[O-])c2)cc1	5%	0.0%	0.5	54	-4%	0.9%	9%	41%	-4%	1.4%
O=c1cc(NCCO)c2ccccc2o1	2%	-0.2%	1.4	33	-2%	0.3%	-6%	-3%	-3%	-0.4%
Cc1coc2c(C)c3oc(=O)c(CCC(=O)N(C)CC(=O)O)c(C)c3cc12	5%	0.6%	-0.3	50	3%	5.2%	4%	12%	0%	0.0%
CCc1ccc(/C(C)=N/NC(=O)c2ccccn2)cc1	10%	0.6%	-0.2	40	5%	-0.6%	8%	-3%	-11%	-0.2%
COCCNC(=O)CN1CCCCCC1	-4%	-0.1%	0.8	39	2%	-0.3%	-4%	-14%	3%	-0.2%
O=C(Cc1ccc(O)cc1)NC1CCCCCC1	-4%	0.2%	-0.2	51	-5%	-0.9%	0%	6%	2%	-0.1%
Cc1cc(-c2nnc(CCC(=O)N(CC3CC3)CC3CCCO3)o2)no1 (configuration not stated)	9%	0.1%	-1.3	77	-2%	-0.6%	13%	12%	-9%	0.3%
O=C(Nc1ccccc1C(=O)NCc1cccnc1)c1ccccc1F	-1%	0.2%	0.8	50	-4%	0.0%	-1%	5%	-1%	0.1%
Cn1c(/N=C/c2ccc3c(c2)OCO3)nc2ccccc21	3%	0.4%	0.7	43	5%	-2.2%	7%	-2%	-1%	-0.9%
Cc1ccc2c(Cl)cc(Cl)c(OCC(=O)Nc3cccc(S(=O)(=O)N(C)C)c3)c2n1	14%	-0.2%	3.3	44	-10%	-2.1%	11%	13%	-4%	3.5%
O=S(=O)(c1ccc(NC(=S)Nc2ccc(OC(F)F)cc2)cc1)N1CCOCC1	3%	-0.3%	2.0	65	-2%	1.3%	7%	-19%	-8%	0.2%[50 µM]
COc1ccc(/C=C2\SC(=S)N(CC(=O)NCCO)C2=O)cc1	0%	-0.4%	3.8	28	-9%	1.5%	14%	-5%	-9%	0.6%
COc1cccc(-c2nc(CS(=O)(=O)CC(=O)NCCc3ccc(OC)c(OC)c3)c(C)o2)c1	0%	-0.2%	-0.7	71	-9%	1.4%	-3%	1%	-5%	-0.3%
COc1ccc(CCNC(=O)CSc2cn(Cc3ccccc3)c3ccccc23)cc1OC	2%	-0.3%	9.5	59	9%	-0.6%	5%	1%	-2%	7.2%
CCCCCC[N+](C)(C)CC/C=C1/c2ccccc2Sc2ccc(Cl)cc21	-3%	-0.1%	-0.4	36	29%	-0.6%	11%	7%	-2%	-1.6%
O=C(Nc1ccc(C(F)(F)F)cc1)N1CCN(C(=O)c2ccco2)CC1	4%	0.3%	-0.3	51	-12%	1.3%	2%	-4%	4%	0.4%
CC(=O)c1ccc(NC(=O)CN2C(=O)CCC2=O)cc1	-5%	-0.1%	4.1	46	-4%	-0.2%	-13%	24%	-7%	-0.2%
Clc1ccc(Cc2nnc(-c3cccs3)o2)cc1	8%	0.3%	-0.3	47	4%	2.8%	17%	4%	-3%	2.0%
CCOc1ccc(CN(C)CCc2ccccn2)cc1	7%	0.0%	0.5	31	-10%	3.7%	12%	-1%	5%	1.4%
CC(=O)C1=NOC2C(=O)N(c3ccccc3)C(=O)C12 (configuration not stated)	9%	0.0%	0.3	91	20%	0.4%	6%	-2%	-3%	0.2%
O=C(Nc1ccc(Cl)cc1)c1cc2nc(C3CC3)cc(C(F)(F)F)n2n1	0%	-0.1%	8.5	101	-12%	0.0%	10%	7%	-11%	-1.2%
CC1CN(C(=O)COC(=O)c2nn(-c3ccccc3)c(=O)c3ccccc23)CC(C)O1 (configuration not stated)	3%	0.2%	1.0	88	8%	-0.5%	-34%	-2%	-7%	-0.3%
CC(C)(C)c1ccc(S(=O)(=O)NCc2ccccn2)cc1	-1%	-0.1%	-1.0	50	4%	2.0%	11%	-7%	1%	0.1%
CCNC(=O)NC(C(=O)OC)C12CC3CC(CC(C3)C1)C2 (configuration not stated)	-1%	0.0%	-0.4	22	13%	-0.1%	12%	-3%	1%	2.9%
Cc1ccc(NS(=O)(=O)N2CCOCC2)cc1	-2%	-0.1%	-1.2	56	6%	0.6%	-6%	1%	-2%	0.0%
CCC(C)NC(=O)c1cn(CCOC)c(=O)c2c1c1ccccc1n2C (configuration not stated)	2%	0.0%	1.4	54	15%	1.2%	-1%	24%	-1%	0.1%
NS(=O)(=O)c1ccc(CCNS(=O)(=O)c2cccc3cccnc23)cc1	-1%	0.3%	-1.7	49	0%	2.5%	3%	0%	-7%	0.1%
O=C(c1oc(=O)c2ccccc2c1-c1ccccc1)N1CCOCC1	-4%	0.2%	-2.1	58	13%	0.4%	-2%	8%	-2%	0.9%
CCNC(=O)COc1ncnc2scc(-c3ccc(F)cc3)c12	7%	0.2%	1.2	44	-2%	-0.5%	2%	-10%	-14%	-0.3%
O=C(c1ccco1)N1CCN(C(=O)c2cnn3cccnc23)CC1	3%	-0.1%	1.3	42	-14%	-2.0%	-4%	13%	-1%	0.5%
CC(=O)c1c(-c2ccccc2)c2cc(Cl)ccc2[nH]c1=O	24%	-0.1%	0.5	46	-3%	-1.2%	10%	-5%	4%	-1.6%
CC(=O)c1ccccc1OCCOCCOc1ccccc1C(C)=O	-3%	0.5%	-0.2	40	-2%	1.0%	2%	4%	-1%	1.4%[50 µM]
CCN(CC)C(=O)C(=O)N/N=C/c1ccc(Br)cc1	1%	-0.2%	-0.6	23	6%	0.4%	-2%	4%	5%	-0.8%
CCCCCCCC(=O)N1CCN(c2cc3c(cc2F)c(=O)c(C(=O)O)cn3CC)CC1	-2%	-0.1%	6.2	92	0%	2.1%	14%	19%	-14%	-0.1%[50 µM]
O=C(NCc1ccc(N2CCCC2=O)cc1)Nc1cccc(Cl)c1	-8%	0.6%	0.8	63	10%	-1.3%	8%	-1%	-8%	1.0%
CCN1CCN(c2nc3c(C)cccn3c(=O)c2/C=C(\C#N)C(=O)NCCOC)CC1	0%	-0.1%	2.0	80	8%	0.5%	10%	17%	11%	0.2%
CCc1ccccc1NC(=O)c1ccc(F)c(S(=O)(=O)N2CCC(C(N)=O)CC2)c1	5%	0.2%	-0.7	55	-6%	0.4%	1%	0%	2%	2.1%
